XIAP displacement: small molecules displacing peptide from XIAP – biochemical, IAP family, fluorescence polarization (AID 1018) | 0.007% of 200,000 active | XIAP BIR domain, fluorescence polarization peptide displacement; higher % means a stronger effect | displacement, % at 20 µM; hits with a dose series show IC50 in µM; in the data active = displacement above about 50%; also: a part of the inactive calls stands beside numbers as strong as those of hits
HIV peptide binding: cell-free HIV fusion peptide-binding blockers – biochemical, uHTS, fluorescence dequenching, primary screen (AID 1986). cell-free peptide binding, fluorescence dequenching, 30 min; higher % means a stronger effect. 0.3% of 290,000 active. inhibition, % at 20 µM, or IC50 in µM where a hit was titrated; in the data active = inhibition mostly above about 52%, no sharp cut-off; inactive = mostly below about 76%; also: some results filed as inactive read as strong as hits
NS5 inhibitors: flavivirus cap methylation enzyme inhibition – biochemical, confirmation dose response, primary screen (AID 588689) | inhibition, % at 25 µM, or IC50 in µM where a hit was titrated | Dengue-2 NS5 methyltransferase capping enzyme assay, biochemical; higher % means a stronger effect | 0.3% of 340,000 active; in the data active = a potency from the dose series; inconclusive = inhibition above about 29% without an active follow-up result
SV40 large T antigen: TAg ATPase/helicase activity blockers – biochemical (AID 1903); SV40 large T antigen ATPase/helicase inhibition assay; higher % means a stronger effect; one-dose inhibition, % at 20 µM; IC50 in µM for titrated hits; 0.39% of 310,000 active; in the data active = a potency from the dose series; inconclusive = inhibition mostly from about 32% at the one dose, without a potency; inactive = the rest, 99 in 100 with inhibition below about 32%; also: strong numbers were not always called active
SIAH1 antagonists: Siah-1 peptide-binding antagonists, primary screen, biochemical, fluorescence polarization, rhodamine-plectin, uHTS (AID 1817); Siah-1 / rhodamine-plectin peptide fluorescence polarization; higher % means a stronger effect; displacement, % at 20 µM; hits with a dose series show IC50 in µM; 0.02% of 290,000 active;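 active = displacement of at least 50% at 20 µM, with a fluorescence ratio check between 0.3 and a set limit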;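 also: plate controls were Siah plus tracer with DMSO for no effect and tracer alone without Siah for full effect; strong numbers were not always called active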
RSV antiviral HEp-2: inhibition of RSV-induced cytopathic effect – HEp-2 cells, primary 10 µM value included (AID 2391); HEp-2 cells, RSV-induced CPE inhibition; higher % means a stronger effect; CPE inhibition, % at 10 µM, or IC50 in µM where a hit was titrated; 0.13% of 310,000 active; in the data active = a potency from the dose series; inconclusive = CPE inhibition mostly from about 23% at the one dose, without a potency; inactive = the rest, 99 in 100 with CPE inhibition below about 21%; also: strong numbers were not always called active
AID2073: disruptors of CaV2.2 binding to Mint1 – biochemical, HTRF (AID 2073) | HTRF protein-protein interaction, Mint1-CaV2.2; higher % means a stronger effect | inhibition, % at 20 µM, or IC50 in µM where a hit was titrated | 0.19% of 290,000 active; in the data active = inhibition mostly above about 51%, no sharp cut-off; inconclusive = no clear call, values can overlap the other calls; inactive = mostly below about 53%; also: some results filed as inactive read as strong as hits
Rac1 GTP hydrolysis: MgcRacGAP GTPase-activating activity inhibitors, confirmation, biochemical, ADP Hunter fluorescence; MgcRacGAP-stimulated Rac1 GTP hydrolysis, ADP Hunter fluorescence; higher % means a stronger effect; GST-tagged Rac1 F28L mutant substrate; inhibition, % at 30 µM, or IC50 in µM where a hit was titrated; 0.6% of 340,000 active;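 active = first-screen hits whose inhibition reached a set limit at any dose in the follow-up dose series; inconclusive = inhibition above the set first-screen limit but never retested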;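 also: fluorescence reports GDP produced by GAP-driven GTP hydrolysis; strong numbers were not always called active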
LYP phosphatase: inhibitors of LYP phosphatase, biochemical, fluorescence intensity, uHTS (AID 1779); inhibition, % at 11.5 µM, or IC50 in µM where a hit was titrated; 0.054% of 290,000 active; recombinant LYP phosphatase, fluorescence intensity; higher % means a stronger effect; in the data active = inhibition above about 50%;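 also: plate controls were vehicle with enzyme for no effect and no enzyme for full effect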
NS5 inhibitors pilot replicate: second read-out of NS5 inhibitors, no call of its own (marks repeat the call); inhibition, %; measured here: pilot screen replicate inhibition
The depositor's hits bear a star; u = inconclusive; x = no result given.

SMILES | XIAP displacement | HIV peptide binding | NS5 inhibitors | SV40 large T antigen | SIAH1 antagonists | RSV antiviral HEp-2 | AID2073 | Rac1 GTP hydrolysis | LYP phosphatase | others
CC1CCN(S(=O)(=O)c2ccc3c(c2)n(C)c(=O)n3C)CC1 | x | 1.7% | 2% | 4% | -4% | 1.4% | 3% | 10% | -11%
O=C(Nc1ccccc1OC(F)F)c1ccc(S(=O)(=O)N2CCOCC2)cc1 | x | -0.3% | -3% | 9% | -3% | 1.4% | -4% | 7% | -1%
Cc1nc(-c2ccc(F)cc2)c(CC(=O)N(C)CC(=O)Nc2ccc(Br)cc2C)s1 | x | x | 4% | 14% | x | u | x | -3% | x
COc1ccc(C(CC(=O)N2CCCC(C)C2)c2c(OC)cc(OC)c3ccc(=O)oc23)cc1 (configuration not stated) | x | 1.8% | 2% | 17% | -2% | 0.0% | 19% | 5% | -1%
CN(C)S(=O)(=O)c1ccc(=S)[nH]c1 | 0.6% | -0.4% | -8% | 8% | -5% | 3.4% | -12% | 1% | -2%
NC(=O)c1ccccc1NCC(=O)c1ccc(Cl)cc1 | x | 1.4% | -6% | 2% | -5% | 1.6% | 22% | 9% | -7%
O=C(Nc1cc(S(=O)(=O)N2CCOCC2)ccc1N1CCOCC1)C1CCCO1 (configuration not stated) | -1.8% | -2.0% | -6% | 6% | 6% | 3.1% | 4% | 6% | -3%
CC(C)(C)OC(=O)N1CCC(c2cc(-c3cccs3)n[nH]2)CC1 | -3.0% | -0.5% | 1% | 9% | 3% | 3.6% | 3% | 11% | -1%
COCC(=O)N1CCCC(C(=O)c2ccc3c4c(cccc24)CC3)C1 (configuration not stated) | -1.3% | -1.8% | -10% | 10% | 2% | 2.7% | 22% | -8% | -3%
Cc1[nH]c(=O)[nH]c(=O)c1S(=O)(=O)N(CC(C)C)CC(C)C | -3.0% | 2.3% | x | -2% | -1% | -0.9% | 9% | x | -2%

Reprinted from the part before: 7 compounds; new compounds follow.
SMILES | XIAP displacement | HIV peptide binding | NS5 inhibitors | SV40 large T antigen | SIAH1 antagonists | RSV antiviral HEp-2 | AID2073 | Rac1 GTP hydrolysis | LYP phosphatase | others
COc1ccc(C(CC(=O)N2CCCC(C)C2)c2c(OC)cc(OC)c3ccc(=O)oc23)cc1 (configuration not stated) | x | 1.8% | 2% | 17% | -2% | 0.0% | 19% | 5% | -1%
CN(C)S(=O)(=O)c1ccc(=S)[nH]c1 | 0.6% | -0.4% | -8% | 8% | -5% | 3.4% | -12% | 1% | -2%
NC(=O)c1ccccc1NCC(=O)c1ccc(Cl)cc1 | x | 1.4% | -6% | 2% | -5% | 1.6% | 22% | 9% | -7%
O=C(Nc1cc(S(=O)(=O)N2CCOCC2)ccc1N1CCOCC1)C1CCCO1 (configuration not stated) | -1.8% | -2.0% | -6% | 6% | 6% | 3.1% | 4% | 6% | -3%
CC(C)(C)OC(=O)N1CCC(c2cc(-c3cccs3)n[nH]2)CC1 | -3.0% | -0.5% | 1% | 9% | 3% | 3.6% | 3% | 11% | -1%
COCC(=O)N1CCCC(C(=O)c2ccc3c4c(cccc24)CC3)C1 (configuration not stated) | -1.3% | -1.8% | -10% | 10% | 2% | 2.7% | 22% | -8% | -3%
Cc1[nH]c(=O)[nH]c(=O)c1S(=O)(=O)N(CC(C)C)CC(C)C | -3.0% | 2.3% | x | -2% | -1% | -0.9% | 9% | x | -2%
O=C(O)CNc1nc(Cl)ccc1[N+](=O)[O-] | -0.9% | 0.0% | -6% | 7% | 2% | 1.5% | -10% | 5% | -8%
CCOC(=O)C1CCN(C(=O)c2ccc(Cl)c(NC3=NC4CS(=O)(=O)CC4S3)c2)CC1 (configuration not stated) | -7.9% | -0.1% | -6% | 8% | -4% | -0.3% | -5% | -1% | -5%
COc1cc(NC(C)=O)ccc1NC(=O)c1cc2ccccc2o1 | x | 9.0% | -4% | 2% | 4% | 0.7% | -1% | 12% | -9%
O=C(NCCc1ccc(Cl)cc1)C(=O)Nc1cc2c3c(c1)CC(=O)N3CCC2 | x | x | -1% | 10% | x | 3.3% | x | 4% | x
COCCNc1oc(-c2cccs2)nc1S(=O)(=O)c1ccc(C)cc1 | -1.4% | -2.0% | 1% | 1% | -8% | 4.1% | -1% | 5% | 3%
C=CCNc1nc(Cl)nc(Nc2ccc(OCC)cc2)n1 | -2.6% | -0.5% | 1% | -8% | 10% | 4.0% | 1% | 12% | -8%
Cc1nnc(N2CCC(C(=O)N3CCCCCC3)CC2)c2nn(-c3ccc(Cl)cc3)c(C)c12 | x | 2.6% | 5% | 12% | -1% | 51% | 4% | 13% | -10%
CC1(C)CC(=O)C2=C(C1)N=C1SCCC(=O)N1C2c1ccc(C(F)(F)F)cc1 (configuration not stated) | -1.8% | -0.9% | -1% | 5% | 4% | -0.2% | 5% | -5% | 6%
COc1ccc(/C=C2/SC(c3ccc(C)cc3)=NC2=O)cc1OC | -0.9% | 0.3% | u | 7% | -5% | 4.3% | -2% | 12% | 4%
O=C(NCCCN1CCCCC1)c1ccc2c(c1)ncn2C1CCCC1 | x | 0.8% | -1% | 10% | 1% | 0.2% | 7% | 7% | -7%
COc1ccc(-n2nnnc2/C(=C/N(C)C)C(=O)c2ccccc2)cc1 | x | 1.1% | -3% | 15% | 13% | 2.0% | 26% | 0% | -3%
Cc1ccccc1Nc1cc(C(=O)NCC2CCCO2)c2ccccc2n1 (configuration not stated) | x | -0.8% | -7% | 11% | 0% | 1.1% | -12% | -5% | -11%
CN(CC(=O)Nc1c(Cl)cccc1Cl)C(=O)c1cc(-c2cccs2)nn1-c1ccccc1 | x | x | 1% | 12% | x | 11% | x | 5% | x
Cc1nn2c(-n3ccnc3C)c3c(nc2c1-c1ccccc1)CCC3 | -7.0% | 1.2% | -6% | 17% | -3% | 1.5% | -3% | 5% | -11%
Nc1ccc2nc(CCCCCCc3nc4ccc(N)cc4[nH]3)[nH]c2c1 | -5.2% | -3.3% | 2% | 5.5µM* | -6% | -1.5% | 10% | u | -10%
O=C(Cn1nc(-c2ccccc2F)ccc1=O)Nc1ccc(S(=O)(=O)N2CCCCCC2)cc1 | -4.6% | -1.6% | -1% | 8% | 7% | 16% | -6% | 12% | 2%
CCC1=NN2C(=N)/C(=C\c3ccc(OCCOc4ccc(NC(C)=O)cc4)cc3)C(=O)N=C2S1 | x | 6.4% | 1% | 0% | -6% | 3.3% | 18% | 14% | -5%
NNc1nc2ccccc2nc1C(F)(F)F | -6.3% | -1.0% | 1% | 8% | 18% | -0.2% | 52% | 2% | -2%
S=C1NC[C@H](Cc2cccc3ccccc23)N1CC1CCCCC1 | x | 0.7% | -10% | 18% | -4% | 3.1% | -2% | 5% | -8%
C=CCn1c(-c2cc(OC)cc(OC)c2)n[nH]c1=S | -1.4% | -0.4% | -1% | -3% | -1% | 2.0% | 20% | 9% | 2%
NC1=C(c2ccc([N+](=O)[O-])cc2)C(=O)CO1 | -5.3% | -2.5% | 1% | 10% | -5% | 1.4% | -2% | 9% | -6%
Cn1c(=O)c(C(=O)COC(=O)c2cc(C(F)(F)F)nc3ccccc23)c(N)n(Cc2ccccc2)c1=O | -4.6% | 4.1% | x | 8% | 5% | 16% | 32% | x | 1%
O=C(Cc1ccccc1)NC(=S)Nc1ccc2oc(-c3ccccc3F)nc2c1 | -7.9% | -0.3% | -6% | 3% | 1% | 2.1% | -5% | 1% | -4%
COc1ccccc1Nc1nc(NCC(C)C)nc(N)c1[N+](=O)[O-] | x | -0.3% | 2% | 10% | 0% | 13% | 7% | 14% | -1%
COc1ccc(/C=C/C(=O)NC(=S)Nc2ccc(S(=O)(=O)Nc3ccc(OC)nn3)cc2)cc1 | -10% | 47% | 19% | 1% | 3% | 2.0% | 6% | 3% | -2%
O=C(CCNc1cc(Cl)cc(Cl)c1)c1ccco1 | -7.6% | -2.8% | -12% | -5% | -2% | 2.5% | -5% | 4% | -2%
Cc1ccc(SCC(=O)Nc2ccc(N3CCN(c4ccccc4)CC3)c(F)c2)cc1 | -4.1% | -4.4% | -4% | 2% | 5% | 1.7% | 10% | 10% | -3%
COc1ccccc1-c1nc(-c2ccc(C)nc2OC)no1 | -3.1% | 1.4% | -5% | 15% | 1% | 3.0% | 17% | 2% | 4%
COc1cc(CN2CCCN(C)CC2)cc([N+](=O)[O-])c1O | x | 1.3% | -3% | 8% | 2% | 0.2% | -3% | u | -8% | NS5 inhibitors pilot replicate=3.0
Cn1c(NCCCN2CCOCC2)nc2c1c(=O)n(Cc1ccc(Cl)c(Cl)c1)c(=O)n2C | -5.5% | -1.1% | 2% | 15% | -1% | -1.7% | 0% | 3% | -8%
COc1ccc(Nc2nc(S(=O)(=O)c3ccc(C)cc3)c(Cl)s2)cc1 | 1.1% | -0.1% | -4% | 17% | 1% | 12% | 10% | 12% | -2%
O=S(=O)(NC(=NC1CCCCC1)c1ccccc1F)c1ccccc1 | x | -0.7% | -9% | 21% | -2% | 0.9% | 3% | 13% | 1%
Cc1ccc(S(=O)(=O)NCC(=O)NCC(=O)N2CCC(C)CC2)cc1 | x | 0.3% | 5% | 8% | 2% | 3.0% | -3% | 11% | -5%
CCCC(O)(c1ccc(CC)cc1)C(CN1CCOCC1)c1ccccc1 (configuration not stated) | x | 0.4% | -1% | 0% | 0% | 12% | 10% | 4% | -5%
O=C(CCC1CCCCC1)NCc1cccs1 | -11% | -0.3% | -8% | -3% | -3% | 2.6% | 7% | -4% | -8%
O=C1OC(c2cccs2)=N/C1=C\c1ccc(-c2cccc(Cl)c2)o1 | -6.5% | 56% | -68% | 18% | 3% | -0.2% | 10% | 9% | 7%
N#C/C(=C/c1ccc(F)cc1)c1nc(CCN2C(=O)c3ccccc3C2=O)cs1 | -4.7% | 36% | -10% | 10% | 0% | 0.0% | 4% | 6% | 0% | NS5 inhibitors pilot replicate=2.6
C/C(CC(=O)NC1CCCC1)=N\NC(=O)C1CCCCC1 | 1.8% | -1.2% | -6% | -2% | 12% | x | 4% | 3% | -8%
C=CCOC(=O)C1=C[C@H](c2ccc(Br)cc2)[C@@H](CCCO)[C@H](OCC)O1 | -2.3% | 0.6% | -6% | 2% | 1% | 4.5% | -1% | 3% | -1%
COc1ccc(NC(=O)NC2(C(=O)N3CCN4CCCC4C3)CCCCC2)cc1 (configuration not stated) | x | 1.4% | -4% | 9% | 0% | 1.9% | 10% | 4% | -9%

High-throughput results deposited in PubChem by several laboratories.
